# ERAP1 HTS inh: blocks human ERAP1 aminopeptidase activity. 340,000 tested, 0.15% active. recombinant ERAP1, Leu-AMC fluorescence, 60 min. inhibition, % at 10.7 µM;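 active means mean replicate inhibition of at least 30%, or all replicates individually reaching that 30% level; inactive means mean below 30% and not every replicate reaching it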;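 further: 0% = neutral control wells and 100% = L-leucinethiol positive control wells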
# Casp6 inh: inhibitors of human caspase-6; P55212; purified caspase-6, Z-VEID-R110 cleavage fluorescence; inhibition, % at 12.5 µM; 350,000 tested, 0.53% active; AID 686996;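 active means mean inhibition across replicates at least about 35%, with every replicate also reaching that limit, limit read from the data; inconclusive means only one of the two criteria met; inactive means neither criterion met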;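 further: 0% = median of neutral control wells and 100% = no fluorescence left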
# Target sequence (P55212 24-179 limits assumed): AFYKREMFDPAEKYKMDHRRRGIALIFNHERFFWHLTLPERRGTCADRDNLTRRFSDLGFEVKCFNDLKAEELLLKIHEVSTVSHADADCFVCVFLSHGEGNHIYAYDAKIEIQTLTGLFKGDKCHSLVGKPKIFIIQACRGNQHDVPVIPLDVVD
# Target sequence (P55212 194-293 limits assumed): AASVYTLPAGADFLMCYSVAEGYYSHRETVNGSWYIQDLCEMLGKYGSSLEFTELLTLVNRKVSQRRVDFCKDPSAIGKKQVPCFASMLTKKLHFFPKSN
# SIRT5 block: inhibitors of human sirtuin-5 desuccinylase | AID 652115 | Purified SirT5, succinyl-peptide AMC, trypsin-coupled fluorescence | inhibition, % at 15 µM | 330,000 tested, 1.1% active | Q9NXA8; in the data active means inhibition above about 15%; inconclusive means no clear call, values can overlap the other calls
# Target sequence (Q9NXA8 whole entry, looked up): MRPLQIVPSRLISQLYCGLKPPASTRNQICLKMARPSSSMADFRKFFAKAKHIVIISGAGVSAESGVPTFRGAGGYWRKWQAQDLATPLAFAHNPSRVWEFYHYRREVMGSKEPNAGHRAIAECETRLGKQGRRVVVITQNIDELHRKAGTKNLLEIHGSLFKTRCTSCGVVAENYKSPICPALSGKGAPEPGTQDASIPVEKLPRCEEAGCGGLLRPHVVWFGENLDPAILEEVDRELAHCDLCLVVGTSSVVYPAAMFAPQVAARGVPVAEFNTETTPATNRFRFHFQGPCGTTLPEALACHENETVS
# DENV2 CPE rescue: DENV2-induced cell death inhibition. 350,000 tested, 1.7% active. DENV2-infected cells, cytopathic effect rescue, plate reader. AID 651640. CPE inhibition, % at 9.99 µM; in the data active means CPE inhibition above about 20%, passing the limit was not always enough; inconclusive means no clear call, values can overlap the other calls; tested in BHK-21 cells;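 further: 0% = median of neutral control wells and 100% = median of positive control wells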
# F508del corr: correctors of CFTR F508del function in bronchial epithelial cells | CFBE cells, YFP halide quenching; stimulated with forskolin plus potentiator P3; % fluorescence drop versus neutral controls | activity (quench increase), % at 7.58 µM | 350,000 tested, 0.36% active | AID 720511;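 active means mean added fluorescence quench of at least 8% versus neutral control, with both replicates also reaching 8%; inconclusive means only one of the mean or replicate conditions met; inactive means mean below 8% and not both replicates reaching 8%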;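 further: cells transiently co-express mutant CFTR-F508del with the halide-sensitive YFP; corrector assay measuring rescue of mutant channel to the surface after 24 h compound exposure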
# ERp5 inh: inhibitors of human ERp5; Q15084; AID 651711; 350,000 tested, 0.05% active; inhibition, % at 9.99 µM; ERp5 insulin aggregation, absorbance 650 nm, 90 min;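 active means mean replicate inhibition above about 25%, with every replicate also reaching it, limit read from the data, passing the limit was not always enough; inconclusive means only one of those two criteria met; inactive means neither criterion met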
# Target sequence (Q15084 whole entry, looked up): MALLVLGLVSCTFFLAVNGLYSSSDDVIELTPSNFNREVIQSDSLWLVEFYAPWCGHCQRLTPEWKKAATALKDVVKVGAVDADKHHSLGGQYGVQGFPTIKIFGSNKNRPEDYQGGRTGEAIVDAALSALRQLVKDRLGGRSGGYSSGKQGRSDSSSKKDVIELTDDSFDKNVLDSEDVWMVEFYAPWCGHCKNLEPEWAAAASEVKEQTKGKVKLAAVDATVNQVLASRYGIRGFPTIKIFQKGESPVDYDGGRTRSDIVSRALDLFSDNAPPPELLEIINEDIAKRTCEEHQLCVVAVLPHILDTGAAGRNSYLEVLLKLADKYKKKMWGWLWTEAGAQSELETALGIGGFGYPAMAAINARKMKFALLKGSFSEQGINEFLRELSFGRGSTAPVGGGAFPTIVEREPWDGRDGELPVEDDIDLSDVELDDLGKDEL
# miR-122 sensor: blocks miR-122 activity in Huh7 sensor cells; Huh7 miR-122 Renilla luciferase sensor, 48 h; neutral wells = 0, positive control = 100; activation (reporter increase), % at 12.5 µM; 340,000 tested, 0.3% active; AID 602342;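 active means mean replicate activation score at least 90 and every replicate individually at or above 90; inconclusive means only one of the two criteria met; inactive means neither criterion met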;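 further: higher luciferase means less miR-122 activity so hits act as miR-122 inhibitors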
# Starred values were filed as active, the others as inactive; ? = inconclusive; . = not tested or not shown; [ ] = dose if it differs, or a comment.
SMILES,ERAP1 HTS inh,Casp6 inh,SIRT5 block,DENV2 CPE rescue,F508del corr,ERp5 inh,miR-122 sensor
CCCN1C[C@H](C)[C@H](OC)CN(C)C(=O)c2ccc(NC(=O)c3cnccn3)cc2OC[C@H]1C,3,-2,14,7,-0.7,6,.
CCCOC(=O)c1ccc(NC(=O)c2nc3nc(C)cc(C)n3n2)cc1,5,5,1,-2,-2.0,4,-10
C[C@H](NC(=O)C[C@H]1CC[C@@H]2[C@H](COC[C@@H](O)CN2C(=O)Nc2cc(Cl)cc(Cl)c2)O1)c1ccccc1,0,0,5,-1,-2.2,-12,-17[16.7 µM]
COc1ccccc1-c1ccc2n(c1=O)C[C@@H]1[C@@H](CO)[C@H](C(=O)NCCCN(C)C)N(C(C)=O)[C@H]21,-3,-30,-18,4,0.1,7,-1[16.7 µM]
CC1=NNC(=O)C1CCC(=O)N/N=C(\C)c1ccc(Cl)cc1 (configuration not stated),-1,-1,2,3,-0.6,0,-3
CCOC(=O)C1=C(COC(=O)c2cc(S(=O)(=O)N3CCOCC3)ccc2F)NC(=O)NC1C (configuration not stated),-1,0,-1,5,-0.2,-4,.
CCCn1c(=O)c(C(=O)NC(C)c2ccccc2)c(O)c2ccccc21 (configuration not stated),1,-2,-1,-10,-1.9,-4,1
Cc1ccc(C(=O)NC(NC(=O)c2ccc(C)cc2)c2cccc([N+](=O)[O-])c2)cc1,8,3,1,.,.,-1,.
C[C@@H]1CCCCO[C@@H](CN(C)C(=O)CCC(F)(F)F)[C@@H](C)CN([C@@H](C)CO)C(=O)c2cc(NC(=O)NC3CCCCC3)ccc2O1,-5,2,3,-4,-2.3,-4,17[16.7 µM]
O=C(O)CCCn1cc(NC(=O)COc2ccccc2)cn1,0,6,-1,9,-2.0,0,.
C[C@H](CO)N1C[C@H](C)[C@H](CN(C)Cc2ccc(-c3ccccc3)cc2)Oc2ccc(NC(=O)Cc3cn(C)c4ccccc34)cc2CC1=O,-3,-1,11,-8,0.6,3,-11[16.7 µM]
CN(C)S(=O)(=O)c1ccc(C(=O)N2CCN(S(=O)(=O)c3ccc4c(c3)OCCO4)CC2)cc1,-3,-3,-4,-6,0.9,4,.
Cc1ccn2c(=O)nc(SCC(=O)N3CCC(C)CC3)nc2c1,-1,52*,6,2,0.4,-4,3
C[C@H](CO)N1C[C@H](C)[C@@H](CN(C)Cc2ccccc2)Oc2c(NC(=O)Nc3ccc(C(F)(F)F)cc3)cccc2C1=O,-3,.,3,-1,3.4,-2,34[16.7 µM]
Cc1nnc(SCC(=O)Nc2nonc2C)s1,-2,2,4,-2,0.0,3,.
O=C(NCCc1csc(-c2cccnc2)n1)c1ccc(Br)o1,6,0,1,7,-3.5,-9,2
O=C(c1cc(Cl)nc2ccccc12)N1CCN(Cc2ccc3c(c2)OCO3)CC1,1,3,5,4,-10,7,13
CCS(=O)(=O)N1CC(=O)N2[C@H](CO)[C@@H](c3ccc(C#CCC(C)C)cc3)[C@@H]2C1,4,6,-2,48*,11*,1,.
CN(Cc1ccc(Cl)cc1)C(CCc1ccccc1)C(=O)NC1CCCCC1 (configuration not stated),-1,-2,-1,12,-2.8,4,0
Cc1cc(C(=O)Nc2cccnc2)on1,-1,0,1,0,-2.0,0,-2
CCOc1ccc2nc(N(CCN(CC)CC)C(=O)c3cccc([N+](=O)[O-])c3)sc2c1,-3,-16,-2,3,3.4,-6,-6
C[C@@H]1CN([C@@H](C)CO)C(=O)c2cc(NC(=O)Cn3cnnn3)ccc2O[C@H]1CN(C)Cc1ccc(C(F)(F)F)cc1,0,6,-7,-6,2.3,-4,-6[16.7 µM]
Cc1ccc(S(=O)(=O)NN2C(=O)c3ccccc3NC2c2ccccc2O)cc1 (configuration not stated),-8,-1,1,0,0.4,0,-8
CC(=O)Nc1ccc(-c2ccnc3c2CC(C)(C(=O)NCc2ccc(N(C)C)cc2)O3)cc1 (configuration not stated),-1,1,.,12,-2.9,-12,-6
COc1ccccc1CCn1cnc(-c2ccc(OC)c(OC)c2)c1CC(C)C,-3,-2,.,12,4.1,-4,.
Cc1cc(N2C(=O)c3ccc(C(=O)Nc4ccc(O)cc4C(=O)O)cc3C2=O)no1,5,4,5,0,2.2,-6,-1
COC(=O)C1C(=O)N(S(=O)(=O)c2ccc([N+](=O)[O-])cc2)c2ccccc21 (configuration not stated),-9,-2,0,-1,-0.8,-2,.
CC1CCCN(C(=O)C2CCN(S(=O)(=O)c3cccc4cccnc34)CC2)C1 (configuration not stated),1,1,.,2,-1.8,6,3
CCOc1ccc(N/C(C)=C\C(=O)c2ccc3c(c2)OCCO3)cc1,-2,3,3,-5,0.9,-3,.
CC(C)NC(=O)C1(C)CN(S(C)(=O)=O)CC(=O)N1CCOc1ccccc1 (configuration not stated),-1,-2,-1,5,3.1,2,.

# Structures from the list above that have a COOH group:
SMILES,ERAP1 HTS inh,Casp6 inh,SIRT5 block,DENV2 CPE rescue,F508del corr,ERp5 inh,miR-122 sensor
O=C(O)CCCn1cc(NC(=O)COc2ccccc2)cn1,0,6,-1,9,-2.0,0,.
Cc1cc(N2C(=O)c3ccc(C(=O)Nc4ccc(O)cc4C(=O)O)cc3C2=O)no1,5,4,5,0,2.2,-6,-1

# (further entries)
SMILES,ERAP1 HTS inh,Casp6 inh,SIRT5 block,DENV2 CPE rescue,F508del corr,ERp5 inh,miR-122 sensor
CC(C)=CCCC1(C)C=Cc2c(ccc3c2[nH]c2cc(O)c(C)cc23)O1 (configuration not stated),0,3,3,-6,0.0,3,10
COc1cc(-c2cc(=O)c3ccc(O)cc3o2)cc(OC)c1OC,.,-5,.,-7,1.3,7,1
O=C(CNC(=O)c1ccccc1F)NCCCN1CCCC1=O,0,0,-3,4,3.3,-2,.
CC(=O)N1CCc2cc(C(=O)CN3CCN(c4ccccc4F)CC3)ccc21,-4,-2,5,10,0.2,7,-1
O=C(c1ccc(COc2ccccc2Br)cc1)N1CCCCCC1,-2,3,0,2,.,4,.
Cc1ccc(-c2nnc(Nc3ccc(O)cc3)c3ccccc23)cc1S(=O)(=O)NCCO,0,3,6,-3,1.0,3,49
CCOCCCN(C(=O)c1snc(C(N)=O)c1N)C(C(=O)NC1CCCC1)c1ccc(O)c(OC)c1 (configuration not stated),-1,3,1,2,-0.2,3,.
CCN(C(=O)CSc1nnc(C)n1-c1ccccc1)C1CCS(=O)(=O)C1 (configuration not stated),-1,0,-2,2,0.1,-1,.
C[C@@H]1CCCCO[C@H](CN(C)C(=O)Cc2ccccc2)[C@H](C)CN([C@@H](C)CO)C(=O)c2cc(NS(=O)(=O)c3ccccc3)ccc2O1,0,-3,4,-5,4.4,1,1[16.7 µM]
Cc1cccc(C)c1NC(=O)C1(C)CSCC(=O)N1CCc1c[nH]c2ccccc12 (configuration not stated),-1,1,-1,9,-5.7,1,.
CCCC(=O)Nc1ccc2c(c1)C(=O)N(C)C[C@@H](OC)[C@@H](C)CN(C(=O)c1ccncc1)[C@@H](C)CO2,-2,3,-3,12,2.9,0,.
COc1cccc(CN(CC(=O)NC2CCCC2)C(=O)c2csnn2)c1,0,-1,1,-6,1.0,2,-7
Cc1cccc2sc(=S)[nH]c12,-8,-2,-1,?,-1.4,4,9
CO[C@H]1CN(C)C(=O)c2cc(NC(C)=O)ccc2OC[C@H](C)N(C(=O)CN(C)C)C[C@H]1C,1,-8,-1,44*,-3.6,3,.
CC(=O)Oc1ccc2nc(-c3ccc(Br)o3)oc(=O)c2c1,0,0,-6,2,-3.7,7,-4

# One compound at a time (already shown). Order of values: ERAP1 HTS inh, Casp6 inh, SIRT5 block, DENV2 CPE rescue, F508del corr, ERp5 inh, miR-122 sensor
# Record of `CC(=O)Oc1ccc2nc(-c3ccc(Br)o3)oc(=O)c2c1` → 0, 0, -6, 2, -3.7, 7, -4
# Record of `COc1ccccc1CCn1cnc(-c2ccc(OC)c(OC)c2)c1CC(C)C` → -3, -2, ., 12, 4.1, -4, .
# Record of `CC(=O)Nc1ccc(-c2ccnc3c2CC(C)(C(=O)NCc2ccc(N(C)C)cc2)O3)cc1` (configuration not stated) → -1, 1, ., 12, -2.9, -12, -6
# Record of `O=C(O)CCCn1cc(NC(=O)COc2ccccc2)cn1` → 0, 6, -1, 9, -2.0, 0, .

# Continuation.
SMILES,ERAP1 HTS inh,Casp6 inh,SIRT5 block,DENV2 CPE rescue,F508del corr,ERp5 inh,miR-122 sensor
CC(C)CC1c2[nH]c3ccccc3c2CCN1C(=O)C1CCOCC1 (configuration not stated),-2,-1,-2,.,-0.8,5,-1
CCOc1ccccc1OCCC(=O)OCC(=O)c1ccc[nH]1,-4,4,-3,0,0.4,0,-2
COc1ccc(O)c(C(=O)CC(=O)c2ccncc2)c1,-3,1,-9,-2,-0.7,-6,.
COc1ccc(OC)c(C(O)c2coc3ccc(O)c(CN4CCOCC4)c23)c1 (configuration not stated),-3,4,-2,0,-2.0,1,6
CC1CCN(CC(=O)Nc2ccc(S(=O)(=O)N3CCCC(C)C3)cc2)CC1 (configuration not stated),-1,-1,0,-1,.,2,11
CN1CCC[C@@H]1CCO[C@](C)(c1ccccc1)c1ccc(Cl)cc1,3,-2,-4,?,-4.4,3,-4
CCOC(=O)N1CCC(NC(=O)CS(=O)(=O)Cc2nc(-c3ccc(C)cc3)oc2C)CC1,2,-1,2,4,-1.5,-6,-1
O=C(NCC1CCCCC1)c1cc(S(=O)(=O)N2CCOCC2)ccc1F,-3,1,-7,-7,0.4,5,3
Cc1ccc(NC(=O)c2cc(S(=O)(=O)N(C)C)ccc2N2CCCC2)cc1F,-5,3,2,-5,-5.4,2,.
CCOc1cc(C(=S)N2CCOCC2)ccc1OS(=O)(=O)c1ccc(C)cc1,1,-4,0,-4,2.6,-1,1
COc1cccc(NC(=O)CSc2nc3c([nH]c4ccccc43)c(=O)n2C)c1,10,0,1,7,-0.6,4,.
CCC(=O)N(C)C[C@H]1Oc2ncc(C#CCc3ccccc3)cc2C(=O)N([C@H](C)CO)C[C@H]1C,0,-2,0,20,-0.8,16,5[16.7 µM]
CCCCNC(=O)C[C@@H]1C[C@@]2(C(=O)OC)CC(C)(C)CC=C2N(Cc2ccco2)C1=O,-4,1,22*,1,-0.9,-5,.
O=C(Cc1c(Cl)cccc1Cl)OCC(=O)c1ccc[nH]1,2,1,-3,-2,-4.3,-21,-4
CCn1c(SCC(=O)Nc2ccc(C)cc2)nc2nc3c(cc2c1=O)COC(C)(C)C3,.,-2,-2,-2,-1.2,3,-11
CO[C@@H]1CN(C)C(=O)c2cc(NC(=O)c3cc(C)on3)ccc2OC[C@@H](C)N(C(C)=O)C[C@H]1C,1,2,1,1,0.1,-4,-1[16.7 µM]
Cc1ccc(S(=O)(=O)Nc2nnc(C(C)(C)C)s2)cc1,4,-2,-5,4,0.0,1,1
Cc1ccc(S(=O)(=O)N2CCC(C(=O)OCC(=O)N3CCC(C)CC3)CC2)cc1C,-9,0,3,4,-1.7,4,.
O=C(Cc1ccc(Cl)cc1)Nc1ccccc1N1CCN(C(=O)c2ccccc2)CC1,0,2,2,?,2.7,2,-2
CS(=O)(=O)Nc1ccc2c(c1)[C@H]1C[C@H](CC(=O)NCC(F)(F)F)O[C@@H](CO)[C@H]1O2,2,0,2,4,2.0,1,-1[16.7 µM]
COC(=O)c1ccccc1NC(=S)N1CCOCC1,0,5,-2,-6,1.1,8,0
Nc1ccc(-n2cc(-c3ccccc3)[nH]c2=S)cc1,2,.,-6,0,2.2,2,-2
C[C@H](CO)N1C[C@H](C)[C@H](CN(C)C(=O)Nc2ccc(C(F)(F)F)cc2)Oc2c(NC(=O)Nc3ccc4c(c3)OCO4)cccc2C1=O,-1,5,5,17,6.0,0,-2[16.7 µM]
O=C(NCC[C@@H]1CC[C@H](NC(=O)C2CCOCC2)[C@H](CO)O1)Nc1ccc(Cl)cc1,1,-2,0,-10,-1.9,7,.
CN(C)CCNC(=O)/C=N/O,1,-8,0,-2,.,-1,.
CC1CCCC(NC(=O)c2nn(C)c3c2CS(=O)(=O)c2ccccc2-3)C1C (configuration not stated),5,4,-10,0,0.8,6,0
Cc1cccc2cc3c(nc12)-c1ccccc1C3=O,1,-1,-1,-1,-1.6,-2,4
C[C@H](CO)N1C[C@H](C)[C@H](CN(C)C(=O)C2CC2)Oc2ncc(-c3cccnc3)cc2C1=O,0,-1,-8,9,-0.4,2,7[16.7 µM]

# Assay outcomes: PubChem, Broad Institute
